12-LOX inh = blocks human arachidonate 12S-lipoxygenase; purified 12hLO, xylenol orange hydroperoxide absorbance; Potency, µM (titrated, usually from 108 µM), without a hit: top-dose activity change, negative = inhibition, hits mostly inhibitors; AID 1671190; 580,000 compounds, 1.1% hits; active = well fitted inhibition curve with a large enough effect; inconclusive = small, poorly fitted or top-dose-only effect, or another doubt; inactive = no such curve, though single readings can be large or run the other way
Target sequence (P18054 whole entry, looked up): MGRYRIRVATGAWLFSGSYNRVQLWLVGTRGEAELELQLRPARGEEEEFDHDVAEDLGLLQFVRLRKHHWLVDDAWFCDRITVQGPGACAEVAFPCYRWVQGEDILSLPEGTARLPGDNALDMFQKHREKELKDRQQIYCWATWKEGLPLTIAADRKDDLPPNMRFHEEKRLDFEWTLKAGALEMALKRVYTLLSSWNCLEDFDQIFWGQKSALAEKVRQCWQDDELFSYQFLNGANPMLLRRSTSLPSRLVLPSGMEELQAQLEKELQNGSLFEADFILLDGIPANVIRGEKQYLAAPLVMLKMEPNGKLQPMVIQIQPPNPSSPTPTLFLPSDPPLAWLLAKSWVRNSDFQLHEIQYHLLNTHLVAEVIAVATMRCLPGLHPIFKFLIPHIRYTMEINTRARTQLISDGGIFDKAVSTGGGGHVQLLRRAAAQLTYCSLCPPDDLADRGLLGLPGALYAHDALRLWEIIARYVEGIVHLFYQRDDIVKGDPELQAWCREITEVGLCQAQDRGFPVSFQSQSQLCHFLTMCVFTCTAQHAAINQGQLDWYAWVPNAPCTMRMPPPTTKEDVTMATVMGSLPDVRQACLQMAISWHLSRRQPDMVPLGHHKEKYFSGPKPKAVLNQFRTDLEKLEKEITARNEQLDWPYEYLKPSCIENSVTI
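Purified human 12hLO (150 nM final) in 25 mM Hepes, 0.01% Triton X-100, pH 7.0 was preincubated 15 min at room temperature with compound. Then 40 uM arachidonic acid was added, 30 min. Hydroperoxide was read by Fe-XO absorbance ratio 573/405 nm.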
* marks the source's active call; other numbers are inactive results; ? = inconclusive; [ ] = another dose, or the depositor's remark. % is set by controls: 0 for no effect and ±100 for the full control effect; potency is the fitted concentration of half-maximal effect.

12-LOX inh | canonical_smiles
30% | COc1ccc(-c2cc(N3CCC(NC(=O)c4cccc(N(C)C)c4)C3)n[nH]2)cc1 (stereo not given)
4% | CC(=O)c1[nH]c(C)c(C(=O)N2CCN3C(=O)CNC(=O)C3C2)c1C (stereo not given)
-7% | Cc1ccc(C(=O)NCC(=O)N(C)CC(=O)Nc2ccc(Cl)cc2)s1
? | CC(C)NC(=O)c1cc(-c2ccc(Cl)nc2)nc2c1cnn2C
-4% | O=C(CCC[C@H]1NC[C@@H]2CC1CN(Cc1ccccc1)C2)N1CCC(N2CCCCC2)CC1
7% | CN1CCN(c2ccc(NC(=O)c3cccc(F)c3)nc2)CC1
7% | Cc1cccc(Cn2c(=O)c3c(nc(-n4nc(C)cc4C)n3CC(C)C)n(C)c2=O)c1
2.8µM* | Cc1ccc(N/N=C/C=C/c2ccccc2)cc1Cl
46%[activator] | COc1ccc(S(=O)(=O)NCCNc2cc(C)nc3ccnn23)cc1
22% | CC(C)(C)C(=O)N1CCN(CCC(=O)Nc2ccc(C(N)=O)cc2)CC1
-5% | O=C(O)C(=Cc1ccc([N+](=O)[O-])cc1)c1cccc(Cl)c1
33% | Cc1cccc(CN2CCCC(COc3ccccc3C(=O)N3CCCC3)C2)c1 (stereo not given)
3%[6.33 µM] | O=[S+]1([O-])NCC2(CCCN(Cc3ccc(C(F)(F)F)cc3)C2)Oc2ncccc21 (stereo not given)
? | CCOC(=O)c1ccc(NC(=O)Cn2c(=O)n(CC)c(=O)c3c2cc(C)n3C)cc1
? | Cc1noc2ncc(C(=O)Oc3ccc4cc(Br)ccc4c3)cc12
? | O=C(Cc1cccs1)N1CCSCC1

Some of the entries so far, with each value named:
Cc1cccc(CN2CCCC(COc3ccccc3C(=O)N3CCCC3)C2)c1 (stereo not given)
  12-LOX inh = 33%

O=C(Cc1cccs1)N1CCSCC1
  12-LOX inh = ?

Cc1noc2ncc(C(=O)Oc3ccc4cc(Br)ccc4c3)cc12
  12-LOX inh = ?

CCOC(=O)c1ccc(NC(=O)Cn2c(=O)n(CC)c(=O)c3c2cc(C)n3C)cc1
  12-LOX inh = ?

More records
12-LOX inh | canonical_smiles
-29% | COC(=O)c1ccc2nc(C(C)(C)C)c(Cc3ccc(OC)cc3C)n2c1
-2%[176 µM] | Cn1cc(-c2cc(=O)c3ccnc(Nc4ccc5[nH]ccc5c4)c3o2)cn1
5%[6.33 µM] | NCCCC(=O)N1CCN(C2CCNCC2)C(=O)C1
44%[activator][176 µM] | Cc1ccc(-c2nccc3c(=O)cc(-c4cn[nH]c4)oc23)cc1
-6% | COc1ccc(C(=O)N2CCc3nc(-c4ccc(Cl)cc4)nc(-c4ccccc4)c3C2)cc1
5% | COCc1cccc(C(=O)NCCc2ccccc2)c1
? | COc1ccc(CCNC(=O)Nc2ccc3c(c2)c(=O)n(C)n3Cc2ccc(Cl)cc2)cc1OC
9%[6.33 µM] | CN1CCC(C(=O)N2Cc3ccccc3CC3(CCN(C)C3)C2)CC1 (stereo not given)
-58% | Cc1cccc(N2CCN(C(=O)c3cc4ccc(F)cc4nc3C)CC2)c1C
12% | CS(=O)(=O)c1cnc(NC2CCCC2)nc1C1CCCNC1 (stereo not given)
16%[176 µM] | COCCNc1nc(-c2c(C)noc2C)cc2cc(C(C)C)oc12
2% | CC(C)(C)c1cc(-c2nc3ccccc3[nH]2)n[nH]1
? | Cc1ccc(-c2cc(C(=O)NCCN(C)C)c3cc(Br)ccc3n2)o1
42% | CC(C)c1cc(C(=O)Nc2ccc(F)cc2)nn1C1CCS(=O)(=O)C1 (stereo not given)
4% | C#CCNC(=O)N1CCN(c2cccc(Cl)c2)CC1
12%[176 µM] | Cn1cc(-c2cnc3[nH]cc(CC(=O)NCc4ccncc4)c3c2)cn1
-12% | COc1ccc(CNC(C)c2ccccc2)cc1 (stereo not given)
50%[activator][176 µM] | O[C@@H]1CC(CNC2CCC2)(COc2cnccn2)C[C@@H]1O (stereo not given in full)
4%[176 µM] | Cc1cc(-c2ccnc(-c3nnc(C)n3CCN3CCOCC3)c2)ccn1
24% | O[C@H]1CC[C@@H](Cc2cc(COc3ccccc3)on2)O[C@@H]1CNCc1cccc(Cl)c1
? | COc1ccc(CN2CCN(Cc3cc4ccccc4[nH]3)CC2CCO)c(C)c1C (stereo not given)
2% | COc1ccc(C(=O)NCCc2noc(-c3ccncc3)n2)cc1
24% | O=C(c1n[nH]c2ccccc12)N1CCC(N2C(=O)C(OCC3CC3)C23CCCCC3)CC1 (stereo not given)
-14% | Clc1ccc2nc(C(Cl)(Cl)Cl)[nH]c2c1
39%[activator] | COCCC(=O)N1C[C@@H]2CCCN3CCC[C@@H]([C@H]23)[C@H]1CCCC(=O)NCC1CC1
8%[176 µM] | COC(=O)N1CCC2(CC1)C(=O)NN=C2c1ccncc1
20µM* | Cc1nnc(SCC(=O)Nc2sc3c(c2C#N)CCC(C)C3)n1Cc1ccccc1 (stereo not given)
34%[activator] | COC1CN(C2CCN(C(=O)c3cccnc3)CC2)C12CCOCC2 (stereo not given)
19% | COc1ccc(C(O)C(=O)N2CCC3(CCC(=O)N(C4CC4)C3)CC2)cc1 (stereo not given)
? | CC(=O)Nc1ccc(CNc2nc(NCC3CC3)nc3ccsc23)cc1
-6% | CCOc1ccc(-c2noc([C@@H]3O[C@H](CO)[C@@H](O)[C@H]3O)n2)cc1
-8% | Fc1ccc(-c2nnc(SCc3ncc(-c4ccccc4)o3)o2)cc1

Some of the entries above, reformatted.
> Cc1nnc(SCC(=O)Nc2sc3c(c2C#N)CCC(C)C3)n1Cc1ccccc1 (stereo not given)
  12-LOX inh: 20µM*
> COc1ccc(C(O)C(=O)N2CCC3(CCC(=O)N(C4CC4)C3)CC2)cc1 (stereo not given)
  12-LOX inh: 19%
> Fc1ccc(-c2nnc(SCc3ncc(-c4ccccc4)o3)o2)cc1
  12-LOX inh: -8%
> COC1CN(C2CCN(C(=O)c3cccnc3)CC2)C12CCOCC2 (stereo not given)
  12-LOX inh: 34%[activator]

Other entries:
12-LOX inh | canonical_smiles
-9% | COc1ccc(NC(=O)O[C@@H]2CO[C@H]3[C@@H]2OC[C@@H]3NCc2ccc(-c3ccccc3)cc2)cc1
13% | CCCC(O)c1nnc(Nc2cccc(Cl)c2)s1 (stereo not given)
54%[activator][176 µM] | COC(=O)CC[C@H]1CNC(=O)[C@@H]2[C@@H](CCN2Cc2csnn2)N1C
-13% | COCCNc1oc(-c2cccs2)nc1S(=O)(=O)c1ccc(Cl)cc1
-12% | CCc1nc2ccccc2n1CC(O)c1cccc(Br)c1 (stereo not given)
4% | CC(C)(C)OC(=O)NCc1cc(F)ccc1/C=C/S(=O)(=O)NC1CCCC1
0% | CCCS(=O)(=O)N1C[C@@H](Oc2ccccc2)C[C@H]1C(=O)NC
? | CC(CN1CCCCC1)OC(=O)c1cc(C(C)(C)C)cc(C(C)(C)C)c1 (stereo not given)
13% | Cc1nn(C)cc1CN(C)C(=O)Cn1nc(C(F)(F)F)c(Cl)c1C
40%[activator] | CC(=O)Nc1ccc(C2(C(=O)NCc3ccccc3Cl)CCC2)cc1
23% | COC[C@@H]1[C@H](NC(=O)c2cc(-c3ccccc3OC)n[nH]2)[C@@H]2CCO[C@H]12
-32% | C=CCNC(=O)/C=C/c1cnc2ccccc2n1
6%[176 µM] | O=C(NCCc1ccccn1)c1ccc2c(c1)OCCN(c1ccccc1)C2
-4% | CCOC(=O)C1C(C)C(C(C)(C)C)N(S(=O)(=O)c2ccc(C)cc2)C1c1ccccc1 (stereo not given)
15% | O=C1CCN(C(=O)CCc2nc3ccccc3s2)CCCCCCN1
30%[176 µM] | COC(=O)c1ccc2nc(CO[C@H]3CN(Cc4cccc(C#N)c4)C[C@H]3F)[nH]c2c1
60%[activator] | CC(C)CCNC(=O)N1CCC2(CC1)C(=O)N(C)c1ccccc12
? | c1coc(-c2ccc3nncn3c2)c1
43%[activator] | CN(Cc1cccnc1)C(=O)CCC1CCCN(S(=O)(=O)c2ccccc2)C1 (stereo not given)
? | O=C(O)c1cc(F)c(Cl)cc1Cl
? | O=C(CSc1cn(Cc2ccc(F)cc2)c2ccccc12)N1CCCCC1
89%[activator] | CC(=O)c1ccc(NC(=O)N2C[C@@H]3C[C@H](C2)c2ccc(NC(=O)CN(C)C)c(=O)n2C3)cc1
25% | CC(O)CNC(=O)C1CCN(c2nc(-c3ccccc3)nc3c2CCC3)CC1 (stereo not given)
-1% | O=C(CSc1ccc(F)cc1)Nc1cc2c(cc1Cl)OCCCO2
67%[activator] | Cc1ccc(CN2CCC3(CC2)CCN(Cc2ccco2)CC3CO)s1 (stereo not given)
1% | COc1ccc(S(=O)(=O)NC(=O)C2(C)CCN2C(=O)C2(c3ccccc3)CCCC2)cc1 (stereo not given)
5%[176 µM] | O=C1Cc2c(-c3ccsc3)n[nH]c2CN1CC1CC1
-15% | COCCNC(=O)CN1CCN(C(C(=O)O)c2c(C)[nH]c3ccccc23)CC1 (stereo not given)
? | CCCCNC(=S)Nc1cccc(Cl)c1
17% | Cn1nc(C(=O)Nc2cccc(-c3nnc4n3CCCC4)c2)c2ccccc21
-4% | Cc1nnc2n1CCC(N(C)C(=O)c1cc(C3CC3)[nH]n1)CC2 (stereo not given)
0%[6.33 µM] | CC(C)c1nc2c(c(-c3ccc(Cl)cc3)n1)CCN(C(=O)c1ccccc1)CC2
-18% | Cc1ccc(NC(=O)Cn2cccc2-c2nc(-c3ccc(F)cc3)no2)c(C)c1
74%[activator] | COC(=O)COc1ccc(C(=O)N[C@@H]2CN(C(=O)Nc3ccc(F)cc3)CCC[C@H]2O)cc1
54%[activator] | COc1cc(NC(=O)O[C@@H]2CC[C@]3(C)C(CC[C@@H](O)[C@H]3CC(=O)N3CC[C@@H](O)C3)[C@]2(C)CO)cc(OC)c1OC (stereo not given in full)
38% | CCn1nc(CC(C)C)cc1C(=O)N1CCN(S(=O)(=O)CC)CC1
17% | Cc1ccc(NC(=O)COc2ncnc3ccc(Br)cc23)cc1C
1%[6.33 µM] | CN(C)c1ccc(CN2CCC3(C2)C(=NC2CCCC2)NC(=O)N3c2cccnc2)cc1 (stereo not given)
1% | CC(C)OC(=O)N(C)C[C@@H]1OCc2ccccc2-c2c(n(C)c3ccccc23)C(=O)N([C@@H](C)CO)C[C@H]1C
-1%[22.9 µM] | CC[C@@]1([C@@H]2O[C@@H]([C@H]3O[C@@](O)(CO)[C@H](C)C[C@H]3C)C[C@H]2C)CC[C@H]([C@]2(C)CC[C@]3(C[C@H](O)[C@@H](C)[C@@H]([C@@H](C)[C@@H](OC)[C@H](C)C(=O)O)O3)O2)O1
4% | COc1cc2c(cc1OC)C(C)N(CC(=O)Nc1ccc(C)cc1)CC2 (stereo not given)
36%[activator][176 µM] | CC(C)CCNC(=O)c1cnc2n1CCN(Cc1cccc(OC(F)(F)F)c1)CC2
9% | O=C(c1ccc2c(c1)nc1n2CCCCC1)N1CCN(c2ccccc2F)CC1
-2% | O=C(O)C(Cc1ccccc1)N1C(=O)C=CC1=O (stereo not given)
5% | C[C@H]1[C@@H](NC(=O)Nc2ccc(C#N)cc2)CC[C@@]23CCCN2C(=O)CCC[C@@H]13
-8% | CCC(c1nnnn1-c1ccc2c(c1)OCCO2)N1CCN(c2cc(C)ccc2C)CC1 (stereo not given)
34%[activator] | NS(=O)(=O)c1ccc(CCNc2ncnc3c2cnn3-c2ccccc2Cl)cc1
35%[activator][176 µM] | CC1(CNc2ccccc2)COc2ccc(C(=O)NCc3cccnc3)cc2N1 (stereo not given)
-1%[176 µM] | COCCC(=O)N1CCc2c(n(Cc3ccc(OC)cc3)n(Cc3ccccc3)c2=O)C1
-26% | COc1ccc(Nc2c(-c3ccc(F)cc3)nc3nc(C)cc(C)n23)cc1
26% | COCCNC(=O)[C@H]1C[C@H](Oc2ccccc2)CN1S(=O)(=O)c1ccccc1
26% | CNC(=O)[C@@H]1CN(C(=O)c2cscn2)C[C@H]1c1nc(COC)no1
-30% | O=C(Nc1cc2cccc([N+](=O)[O-])c2oc1=O)c1ccc(F)cc1
-3% | COCCNC(=O)COC(=O)c1cc(C)nc2ccccc12
? | Cc1ccc(NC(=O)Cc2c[nH]c3ccccc23)cc1C
-21% | CN(CCOc1ccccc1Cl)Cc1cc(=O)oc2cc(O)ccc12

Of the compounds above, three have a cyano group:
12-LOX inh | canonical_smiles
20µM* | Cc1nnc(SCC(=O)Nc2sc3c(c2C#N)CCC(C)C3)n1Cc1ccccc1 (stereo not given)
30%[176 µM] | COC(=O)c1ccc2nc(CO[C@H]3CN(Cc4cccc(C#N)c4)C[C@H]3F)[nH]c2c1
5% | C[C@H]1[C@@H](NC(=O)Nc2ccc(C#N)cc2)CC[C@@]23CCCN2C(=O)CCC[C@@H]13

Other results.
12-LOX inh | canonical_smiles
11% | Cn1c(-c2nc(-c3cn4ccccc4n3)no2)cc(=O)n(C)c1=O
4% | COCc1ccc(C(=O)N2CCCN(C)C3(CCN(C)CC3)C2)o1
9% | Cc1cc(C(C#N)c2ccc(Cl)cc2)c(Cl)cc1NC(=O)CCc1ccccc1 (stereo not given)
52%[activator] | CC(=O)Nc1ccc2c(c1)CCC(=O)N2CC(C)C
1% | COc1cc(OC)c2c(C)c(CC(=O)NCCc3ccc(OC)c(OC)c3)c(=O)oc2c1
-17% | C(=C\c1ccccc1)/CN1CCN(C(c2nnnn2C2CCCCC2)C2CC2)CC1 (stereo not given)
-27%[176 µM] | CNC(=O)CCn1ncc2cc(OCc3ccccc3-c3c(C)noc3C)ccc21
1% | Cc1ccc(C(=O)NC(O)C(=O)c2ccc(C)cc2)cc1 (stereo not given)
2% | Clc1ccc(C2Cn3nnc(-c4nc(-c5ccc6c(c5)OCO6)no4)c3CO2)cc1 (stereo not given)
0% | OCC#CCSc1nc2ccccc2s1
? | CC(O)(c1cccnc1)c1nc(-c2ccc(F)c(Cl)c2)cs1 (stereo not given)
-1% | CCCCC1CCC(C(=O)C2CCC(c3ccccc3)C2)CC1 (stereo not given)
0% | CCOc1ccc(NC(=O)Cn2c(=O)c(-c3noc(C)n3)c3n(c2=O)CCCC3)cc1

Not all compounds are listed; rates above refer to the full screens.
